Screens: PubChem BioAssay, several laboratories
PP1 counter: PP1-alpha (human) inhibition in PP5 counter-screen; inhibition, % at 6.7 µM; 320,000 tested, 0.9% active; P62136; purified PP1alpha, OMFP fluorescence;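 active = inhibition above the mean inhibition of all tested compounds plus 3 SD, computed separately for each screening campaign, cut at about 15% in these data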
Target sequence (P62136 whole entry, looked up): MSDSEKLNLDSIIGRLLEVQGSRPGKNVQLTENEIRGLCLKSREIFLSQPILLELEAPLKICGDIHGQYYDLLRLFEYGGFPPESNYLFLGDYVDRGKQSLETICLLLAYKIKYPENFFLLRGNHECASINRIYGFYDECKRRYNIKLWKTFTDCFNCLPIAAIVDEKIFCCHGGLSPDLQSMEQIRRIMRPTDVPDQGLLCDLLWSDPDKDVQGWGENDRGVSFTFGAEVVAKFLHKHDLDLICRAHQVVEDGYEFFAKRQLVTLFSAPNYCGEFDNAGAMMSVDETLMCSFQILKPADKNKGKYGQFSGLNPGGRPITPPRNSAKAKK
TPT1 inhibitor: C. albicans TPT1 enzyme inhibition | AID 1962 | recombinant caTPT1, FP RNA substrate dephosphorylation | inhibition, % at 5 µM | 300,000 tested, 0.81% active;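 active = inhibition above the mean of all tested compounds plus 3 SD, set per screening campaign, cut at about 24% in these data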;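 also: plate controls were DMSO alone for no effect and ferristatin control at 100 nM for full effect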
LYPLA2 inh: LYPLA2 (human) inhibition in PME1 counter-screen; O95372; inhibition, % at 5.9 µM; 320,000 tested, 0.38% active; recombinant LYPLA2, FP-Rh probe fluorescence polarization;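 active = inhibition above the screen-wide mean plus 3 SD, limit set per campaign, cut at about 26% in these data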;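 also: 0% = LYPLA2 with DMSO and 100% = wells lacking LYPLA2 enzyme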
Target sequence (O95372 whole entry, looked up): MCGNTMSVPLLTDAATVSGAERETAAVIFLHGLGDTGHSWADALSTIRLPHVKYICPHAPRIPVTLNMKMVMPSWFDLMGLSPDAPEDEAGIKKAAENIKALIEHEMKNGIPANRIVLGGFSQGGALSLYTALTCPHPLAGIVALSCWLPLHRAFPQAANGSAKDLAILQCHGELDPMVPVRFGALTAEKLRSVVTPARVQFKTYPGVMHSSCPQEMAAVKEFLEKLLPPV
core dimer inh: HCV core protein dimerization inhibition. TR-FRET GST/Flag-core106 dimerization, 1536-well. inhibition, % at 5 µM. AID 1899. 300,000 tested, 0.33% active;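 active = inhibition above the mean of all tested compounds plus 3 SD, set per screening campaign, cut at about 45% in these data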
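Material: GST/Flag-tagged HCV core106 proteins. Incubation: 4 h, 22.5 °C incubation. Read-out basis: inhibition (%) from 671 over 617 nm ratio. Measured by: TR-FRET, excitation 340 nm, emission 617 and 671 nm.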
JMJD2C inh: inhibitors of human GASC-1 (JMJD2C) demethylase | Q9H3R0 | GST-JMJD2C(1-420) H3K9me3 demethylation, DELFIA europium | inhibition, % at 2.35 µM | 330,000 tested, 0.069% active;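 active = more than half of a compound's replicate wells show inhibition beyond 50%, single wells judged on their own value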;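 also: signal counts dimethyl H3K9 product captured on neutravidin plate; 0% = median of DMSO wells and 100% = 0.3 times that DMSO median; strong numbers were not always called active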
Target sequence (Q9H3R0 1-420 limits assumed): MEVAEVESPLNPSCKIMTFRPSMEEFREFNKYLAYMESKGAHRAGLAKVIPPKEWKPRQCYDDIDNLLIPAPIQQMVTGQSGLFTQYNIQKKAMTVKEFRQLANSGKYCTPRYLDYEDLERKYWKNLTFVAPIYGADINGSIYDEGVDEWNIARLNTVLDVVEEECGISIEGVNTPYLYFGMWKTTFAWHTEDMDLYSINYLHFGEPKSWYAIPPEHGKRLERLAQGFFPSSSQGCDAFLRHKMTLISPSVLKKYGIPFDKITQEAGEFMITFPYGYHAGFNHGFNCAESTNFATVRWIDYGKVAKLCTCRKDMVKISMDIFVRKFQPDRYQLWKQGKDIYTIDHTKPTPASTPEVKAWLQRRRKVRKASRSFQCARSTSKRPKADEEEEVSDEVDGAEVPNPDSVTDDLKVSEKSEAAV
CTSL1 counter: counter-screen for PFM18AAP inhibitors: inhibitors of F. hepatica cathepsin L1. 300,000 tested, 0.49% active. inhibition, % at 5.96 µM. recombinant F. hepatica cathepsin L1, Z-Leu-Arg-MCA fluorescence;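 active = inhibition above the mean of all tested compounds plus 3 SD, set per screening campaign, cut at about 17% in these data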;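 also: 0% = plate median of test compound wells and 100% = 1 µM Z-Phe-Ala-diazomethylketone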
Efflux pump mplx: blocks antifungal efflux pumps in multiplex yeast assay. 330,000 tested, 0.44% active. inhibition, % at 10 µM. S. cerevisiae Candida pump triplex, Nile Red efflux. AID 485275;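 active = plate passing quality check with inhibition over a set limit, or well fluorescence over plate mean plus 4 SD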;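 also: Nile Red retained in pooled yeast measured as flow cytometry median fluorescence; 0% = buffer negative control and 100% = Enniatin B positive control; higher means more Nile Red kept so more efflux inhibition; some compounds called inactive have numbers as strong as hits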
PREPL inh: inhibits the human prolyl oligopeptidase-like enzyme | Q4J6C6 | recombinant PREPL, fluorescence polarization activity-based probe | inhibition, % at 5.96 µM | 320,000 tested, 0.68% active | AID 2751; in the data active = inhibition above about 43%;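 also: 0% = enzyme with DMSO and 100% = wells lacking enzyme; many of its hits are not listed in these tables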
PP5 inh: blocks human protein phosphatase 5 activity | purified PP5c, OMFP substrate fluorescence | inhibition, % at 6.7 µM | 320,000 tested, 0.18% active;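 active = inhibition above the campaign's mean inhibition across all tested compounds plus 3 SD, cut at about 9.5% in these data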;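 also: 0% = DMSO only and 100% = 100 µM cantharidin control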
An asterisk follows results filed as active; · = no result given. A portion of the library, so the mix of outcomes need not match the whole.

No.	Molecule	PP1 counter	TPT1 inhibitor	LYPLA2 inh	core dimer inh	JMJD2C inh	CTSL1 counter	Efflux pump mplx	PREPL inh	PP5 inh
1	CCOC(=O)C(CC)Sc1ccc2nnc(-c3cccnc3)n2n1 (stereo not given)	-1	-2	3	1	-5	-1	0.0	5	0.1
2	CN(C)N1C(N)=C(C#N)C(c2ccc(Br)cc2)C2=C1CC(C)(C)CC2=O (stereo not given)	-1	4	3	0	0	4	0.0	3	0.5
3	COC(=O)c1sccc1NC(=O)CN(C)NS(=O)(=O)c1ccc(F)cc1	1	3	0	4	0	-2	0.1	8	1.5
4	CSc1sc(C(=O)NCC2CC2)cc1S(=O)(=O)C(C)C	-4	-2	-3	-3	1	2	0.0	-2	-0.4
5	CSc1nsc(NC(=O)OCc2ccc(Cl)cc2)n1	0	4	4	-5	-9	1	-0.1	3	2.7
6	Cc1cccc(N2CCN(C(=O)c3ccc(CS(=O)Cc4ccc(Cl)cc4)o3)CC2)c1C (stereo not given)	12	1	0	9	3	-2	0.1	19	1.6
7	COc1ccc(N2CC(C(=O)OCC(=O)c3cccc(OC)c3)CC2=O)cc1 (stereo not given)	-4	1	3	7	-4	-27	0.0	-10	2.4
8	N#CC1(c2ccccc2)CCC(NCCc2ccccc2)CC1 (stereo not given)	-6	1	-6	0	-2	-2	0.2	-11	1.8
9	CC(=O)c1cn(CC(=O)NCC2CCCO2)c2ccccc12 (stereo not given)	0	0	0	-3	0	0	0.1	-8	0.2
10	NC(=O)c1cc(C(N)=O)nc(Cl)n1	-1	-5	2	3	4	-1	0.4	1	4.1
11	COc1ccc(CCC(=O)NCc2ccccc2OC)cc1	0	-3	1	0	-19	-2	0.1	2	0.9
12	Cc1nc(NC(=O)/C=C/c2ccccc2)sc1C(=O)N(C)C	1	1	-2	5	5	6	0.5	9	-0.4
13	O=C(CCCc1ccccc1)Nc1ccccc1[N+](=O)[O-]	3	2	3	9	10	0	0.0	15	0.7
14	O=C1N/C(=N/N=C/c2ccco2)SC1Cc1ccccc1 (stereo not given)	3	1	-4	-4	3	5	-0.1	3	0.9
15	COc1cc(C2CC(=O)N3CN(Cc4ccccc4)CSC3=C2C#N)ccc1OCc1ccccc1 (stereo not given)	5	-1	4	21	4	2	-0.2	19	0.4
16	Cc1ccc(C)c(NC(=O)CCCCCCCCCCC2COCCO2)c1 (stereo not given)	0	-4	6	-2	4	2	0.0	13	-1.1
17	CN(C)C(=O)c1ccc(NC(=O)COC(=O)Cn2cc(C(F)(F)F)ccc2=O)cc1	-2	·	2	·	6	·	0.1	-1	1.7
18	Oc1c(Br)cc(Cl)cc1C=Nc1ccc(N2CCOCC2)cc1	1	3	0	-4	-10	2	0.3	11	3.2
19	O=C(CSc1ccc2ccccc2c1)N1CCN(c2ccc(O)cc2)CC1	-4	0	-2	1	-27	1	-0.2	22	1.4
20	CN1C2CCC1CC(NC(=O)CSc1ccc(Cl)cc1)C2 (stereo not given)	-4	2	-8	-3	4	2	0.0	9	-1.7
21	NC1=NC(=Nc2ccc(Br)cc2)c2ccccc21	-3	-1	0	4	-6	0	-0.2	1	0.0
22	COc1cccc(CN2CCNC(=O)C2CC(=O)NCCCn2ccnc2)c1 (stereo not given)	2	-1	4	-4	5	-1	-0.1	12	-0.8
23	CC(C)CC1NC(=O)N(CC(=O)Nc2ccccc2-c2ccccc2)C1=O (stereo not given)	4	-1	2	7	-9	1	0.1	1	5.4
24	Cn1c(=O)[nH]c(=O)c2c1nc(Br)n2Cc1ccccc1F	0	-3	-3	-9	1	-3	0.0	-1	1.7
25	CCN(CC)S(=O)(=O)c1ccc(NC(=O)c2cnccn2)cc1	2	1	5	-3	7	-2	0.1	-16	2.9
26	Cc1ccc(CN(CC(=O)N/N=C/c2ccco2)S(=O)(=O)c2ccc(C)cc2)cc1	5	1	3	15	-3	0	-0.1	-102	3.7
27	NS(=O)(=O)c1cccc(NC(=O)CN2CCCc3ccccc32)c1	-1	15	5	-2	0	0	-0.1	11	1.9
28	Cc1cc2[nH]c(=O)c(=O)[nH]c2cc1S(=O)(=O)Nc1cccc(F)c1	0	0	-4	-3	-5	-2	0.2	-2	1.4
29	CCN(CC)S(=O)(=O)c1ccc(C)c(NC(=S)NNC(=O)C2CC2)c1	1	-5	0	-4	-3	2	0.0	13	-0.2
30	CC(C)(C)CN1CCC(n2nccc2NC(=O)c2ccccc2Cl)CC1	-3	-1	6	8	10	-3	0.0	-5	2.1
31	C/C(=N\Nc1ccc(S(=O)(=O)N2CCCCC2)cn1)c1ccc(O)cc1	1	·	3	·	2	·	-0.1	4	4.1
32	O=C1N=C(N2CCc3ccccc3C2)S/C1=C\c1ccc(O)cc1	-3	5	-3	6	6	4	-0.1	47*	4.1
33	Cc1noc(C)c1COc1ccc(C(=O)OCC(=O)N2CC(=O)Nc3ccccc32)cc1	-5	-2	11	1	2	1	-0.2	8	-1.0
34	C/C(=N/Nc1ccccc1C(=O)O)c1cccs1	0	0	1	-13	4	3	-0.1	4	0.7
35	CN1CCc2c(C#N)c(N3CCCCC3)nc(N3CCOCC3)c2C1	2	-6	4	-1	14	0	-0.1	1	1.7
36	CCCCNS(=O)(=O)c1ccc2nc(-c3cccnc3)cc(C(=O)NCCOC)c2c1	-5	-2	1	-5	0	3	0.1	3	2.8
37	Cc1cc(-c2nnnn2-c2ccc(C(F)(F)F)cc2)no1	-5	-8	7	-2	0	-4	-0.1	10	2.1
38	CC(C)Cn1c(-c2csc(C(C)C)c2)n[nH]c1=S	2	-7	-3	1	-9	4	-0.1	-7	-0.2
39	CCN1CCCC1CNC(=O)Cn1nc(C)n2c(cc3cc(F)ccc32)c1=O (stereo not given)	-4	1	-6	1	3	2	-0.1	8	-1.4
40	CN=C1c2cc3c(Br)c(OC)ccc3n2CCN1C	-3	3	-1	3	1	4	0.2	10	1.2
41	CCCCN1CC(=O)N2[C@H]3c4cc(C)ccc4OC[C@@H]3[C@H](C(=O)OCC)[C@]2(C)C1=O	-3	·	-5	·	7	·	0.1	-1	-2.4
42	CCc1ccccc1NC1c2ccccc2C(=O)N1Cc1ccco1 (stereo not given)	0	-1	5	19	-5	2	0.1	-10	1.1
43	C=CCn1c(COc2ccccc2)nnc1SC(C)C(=O)N/N=C/c1cc(Cl)ccc1O (stereo not given)	1	-4	-4	3	7	3	0.1	9	-1.0
44	C/C=C/C(=O)Nc1ccccc1Br	0	2	-1	1	-2	-1	0.5	2	1.6
45	CN1CCN(S(=O)(=O)c2cccc(S(=O)(=O)c3ccc(Cl)c(Cl)c3)c2)CC1	-1	0	8	-1	6	0	0.0	-6	1.8
46	O=C(c1ccco1)N1CCN(S(=O)(=O)c2ccc(Cl)cc2)CC1	-1	-3	3	-12	6	1	-0.1	-15	-2.5
47	CCCn1c(SCC(=O)Nc2ccc(NC(=O)CC)cc2)nc2c1c(=O)n(C)c(=O)n2C	-3	-1	-9	-2	-12	3	0.3	3	-1.6
48	O=C(Nc1cccc(Cl)c1)C1C2C=CC3(O2)C1C(=O)N(CCCN1CCCCC1)C3C(=O)NC1CCCCC1 (stereo not given)	3	-1	1	8	-4	-2	0.1	29	1.1
49	CCOC(=O)N1CCN(CCC(=O)Nc2cccc(Cl)c2C)CC1	-3	2	7	-6	0	-6	0.1	-5	3.0
50	CCOC(=O)Nc1ccc(S(=O)(=O)Nc2cc(C)nc(C)n2)cc1	-5	-4	-5	4	6	-2	0.2	14	3.6
51	O=C(c1cc(COc2ccc(F)cc2Cl)on1)N1CCc2ccccc2C1	0	-2	8	0	-8	-9	0.0	-20	1.8
52	CC(C)(CNC(=O)c1ccc(S(=O)(=O)Nc2ccccc2F)cc1)N1CCOCC1	-6	-2	8	-8	-16	-3	-0.1	14	1.6
53	Cc1cc(C(=O)COC(=O)c2ccc(O)cc2O)c(C)n1-c1ccccc1	2	·	-12	·	1	·	0.2	-6	2.9
54	Cn1c(O)c(N=Nc2ccccc2[N+](=O)[O-])c2ccccc21	-6	0	3	14	4	-1	0.0	10	0.6
55	Cc1occc1C(=O)N1CCN(S(=O)(=O)c2ccccc2)CC1	-4	4	-7	0	-24	0	1.3	19	-1.9
56	Cn1c(=O)[nH]c(=O)c2c1nc(CN1CCN(c3ccc(F)cc3)CC1)n2CCCc1ccccc1	4	-2	-3	11	-17	1	0.5	15	1.9
57	COc1cc2c(cc1NC(=O)C(C)NCc1ccccc1)oc1ccccc12 (stereo not given)	-1	1	-9	-9	-12	7	-0.1	-18	1.1
58	CCOC(=O)CSC1=C(C#N)C(=O)NC2(CCCCC2)S1	-3	-1	0	1	2	1	-0.2	-10	0.9
59	CC[C@H](C)[C@@H](C(=O)NCCCCCCCCCCC(=O)N1CCNCC1)n1cc(CCCCCN)nn1	-3	1	-6	4	3	-1	0.0	5	-2.2
60	CCOC(=O)c1c(C)oc2ccc(NS(=O)(=O)c3ccc(C(=O)O)cc3)cc12	-1	-2	-2	1	-8	-6	-0.2	16	1.1

(further entries)
No.	Molecule	PP1 counter	TPT1 inhibitor	LYPLA2 inh	core dimer inh	JMJD2C inh	CTSL1 counter	Efflux pump mplx	PREPL inh	PP5 inh
61	COc1ccc2[nH]c(=O)c(CN(C(=O)c3cccnc3)c3ccccc3C)cc2c1	2	1	3	0	-2	0	0.1	-15	0.2
62	O=C(Nc1ccccc1N1CCOCC1)c1ccco1	2	2	0	0	-15	3	0.1	3	3.0
63	COc1cc(/C=N/NC(=O)CCC(=O)NCc2ccccc2)cc(OC)c1OC	3	-3	3	-12	-11	-2	-0.1	5	0.3
64	COc1ccc(NC(=O)C2(c3ccc(NC(=O)c4ccc(OC)c(OC)c4)cc3)CCCC2)cc1	3	-2	-6	7	-3	2	0.3	-4	2.5
65	CCN(CC(=O)Nc1ccccc1C(F)(F)F)C(=O)/C=C/c1ccc(Cl)c([N+](=O)[O-])c1	-5	0	1	1	3	1	0.1	-2	1.5
66	COc1ccccc1CC(=O)Nc1cccc2ccccc12	0	1	7	0	3	1	0.1	-4	0.6
67	Cc1ccc(C(=O)Oc2ccccc2N2C(=O)C3CCC(C)CC3C2=O)cc1 (stereo not given)	1	1	2	-4	-7	-4	-0.1	9	-0.7
68	COc1cc(OC)c(-c2cc(C(=O)O)ccc2OC)c(OC)c1	0	-2	0	6	-3	-1	0.0	17	-1.7
69	CC(C)NC(=O)c1ccccc1NC(=O)Cc1ccc(Cl)cc1	0	-2	2	-5	1	1	-0.2	7	-0.9
70	Cc1c(Cl)cccc1NC(=O)CC1Oc2ccccc2NC1=O (stereo not given)	-5	2	3	1	1	4	0.1	0	-1.7
71	CCCc1nc(SCC(=O)NCc2ccco2)c2c(=O)n(C)c(=O)n(C)c2n1	-5	1	0	3	-11	4	0.1	7	3.0
72	CCC(CC)NC(=O)Cc1ccc(F)cc1	4	0	7	-3	-10	1	0.0	1	-1.2
73	Cc1ccc(-c2noc(CCC(=O)NC3CCCc4ccccc43)n2)cc1 (stereo not given)	-3	4	-3	-4	7	-2	0.0	-9	4.7
74	COc1cccc(NS(=O)(=O)NC(=O)c2c[nH]c3ccccc23)c1	-4	-2	1	-12	18	1	0.4	16	2.7

Retrieved by compound from the list above:
No.	Molecule	PP1 counter	TPT1 inhibitor	LYPLA2 inh	core dimer inh	JMJD2C inh	CTSL1 counter	Efflux pump mplx	PREPL inh	PP5 inh
63	COc1cc(/C=N/NC(=O)CCC(=O)NCc2ccccc2)cc(OC)c1OC	3	-3	3	-12	-11	-2	-0.1	5	0.3
69	CC(C)NC(=O)c1ccccc1NC(=O)Cc1ccc(Cl)cc1	0	-2	2	-5	1	1	-0.2	7	-0.9
